# DAX1 inh-1: NR0B1 (DAX1) inhibition; HEK293 Gal4-DAX1 luciferase reporter, luminescence; inhibition, % at 6.75 µM; actives 0.99% (n = 340,000); AID 504766;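 active = inhibition above the mean over all tested compounds plus 3 SD, cut at about 4.2% in these data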;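 also: 0% = DAX1-transfected cells with DMSO and 100% = empty-vector control cells with DMSO; inhibition shows as a rise in luminescence from relieved DAX1 repression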
# Target sequence (P51843 207-470 limits assumed): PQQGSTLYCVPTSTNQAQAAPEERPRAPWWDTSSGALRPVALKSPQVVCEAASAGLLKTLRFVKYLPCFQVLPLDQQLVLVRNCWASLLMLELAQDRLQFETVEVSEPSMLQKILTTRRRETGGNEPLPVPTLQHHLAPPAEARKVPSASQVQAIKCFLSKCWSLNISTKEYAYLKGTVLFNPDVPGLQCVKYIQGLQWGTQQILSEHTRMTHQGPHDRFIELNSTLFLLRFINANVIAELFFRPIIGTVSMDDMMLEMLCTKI
# ssDAF-12 act: activators of S. stercoralis DAF-12 nuclear receptor; HEK293 ssDAF-12/GRIP1 lit1-tk-luc reporter, luminescence; % of 3 µM dafachronic acid response; activation, % at 6.8 µM; actives 1% (n = 370,000); AID 652126;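 active = activation above the mean over all tested compounds plus 3 SD, cut at about 0.9% in these data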;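 also: 0% = DMSO-only wells and 100% = 3 µM delta7-dafachronic acid wells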
# hcDAF12 agonist: activates DAF-12 receptor from parasite H. contortus; HEK293 hcDAF-12 lit1-tk-luc reporter, luminescence; 0% DMSO, 100% Δ7-dafachronic acid; actives 1.4% (n = 370,000); activation, % at 6.8 µM;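 active = activation above the mean of all tested compounds plus 3 SD, cut at about 5.5% in these data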;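 also: 100% = response to 3 µM Δ7-dafachronic acid high control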
# ADAM10 inh: inhibits human ADAM10; O14672; recombinant ADAM10, EDANS/DABCYL FRET peptide cleavage, 3 h; inhibition, % at 7 µM; actives 0.62% (n = 370,000); AID 720582;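 active = inhibition above a per-campaign cutoff equal to the mean of compounds falling between control-based bounds plus 3 SD, cut at about 20% in these data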;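 also: 0% = DMSO wells while the 100% control is not disclosed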
# Target sequence (O14672 214-748 limits assumed): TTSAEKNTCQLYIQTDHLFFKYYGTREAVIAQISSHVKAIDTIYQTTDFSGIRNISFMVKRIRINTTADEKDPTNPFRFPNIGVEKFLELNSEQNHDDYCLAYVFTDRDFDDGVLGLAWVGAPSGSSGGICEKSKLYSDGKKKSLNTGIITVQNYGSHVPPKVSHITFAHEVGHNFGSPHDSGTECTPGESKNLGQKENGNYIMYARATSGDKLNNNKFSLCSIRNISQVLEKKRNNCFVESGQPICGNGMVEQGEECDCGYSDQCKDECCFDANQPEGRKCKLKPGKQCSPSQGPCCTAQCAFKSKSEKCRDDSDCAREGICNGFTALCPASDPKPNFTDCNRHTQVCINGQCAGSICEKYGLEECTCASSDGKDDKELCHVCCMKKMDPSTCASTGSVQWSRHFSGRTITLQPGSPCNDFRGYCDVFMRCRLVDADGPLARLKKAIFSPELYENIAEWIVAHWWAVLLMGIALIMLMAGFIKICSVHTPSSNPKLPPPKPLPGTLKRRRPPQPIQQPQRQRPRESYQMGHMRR
# NPR2 activator: GC-B (human) receptor activation; AID 1920062; HEK293-GC-B cells, CNP EC30, cGMP TR-FRET; 0% at EC30 CNP, 100% saturating CNP; actives 0.11% (n = 370,000); activation, % at 10 µM; P20594;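 active = activation at 10 µM reaching about 35% in either raw or pattern-adjusted values, limit read from the data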
# HGIII-sPLA2 inh: Blocks human group III sPLA2 activity; Q9NZ20; QFRET BODIPY PC-A2 liposome hydrolysis, fluorescence; inhibition, % at 12.2 µM; actives 0.56% (n = 370,000);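 active = inhibition above mean plus 3 SD of compounds lying within the high and low control bounds, cut at about 19% in these data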;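 also: 0% = median of test compound wells and 100% = no enzyme DMSO wells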
# FXN GAA850 act: frataxin GAA850 promoter activation; HEK293 lucGAA850 FXN promoter luciferase reporter, 24 h; percent of 10 µM SAHA response; activation, % at 6 µM; actives 0.56% (n = 360,000); AID 540364;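 active = activation above the average of all compounds screened plus 3 SD, cutoff fixed separately per campaign, cut at about 7.5% in these data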;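 also: 0% = DMSO wells and 100% = 10 µM SAHA wells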
# hgDAF12 agonist: hgDAF-12 agonism, primary luciferase screen; HEK293 GAL4-hgDAF12 UAS-luciferase reporter, agonist luminescence; normalized to butyrate control; activation, % at 6.8 µM; actives 1.8% (n = 370,000); AID 687014;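 active = activation above a cutoff set at the mean of all screened compounds plus 3 SD, cut at about 10% in these data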;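 also: 0% = DMSO wells and 100% = sodium butyrate wells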
# DAX1 inh-2: DAX1 (NR0B1) inhibition, primary screen | HEK293T StAR-luciferase reporter, SF-1/DAX-1 repression relief | inhibition, % at 6.8 µM | actives 1.1% (n = 370,000) | AID 652010;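 active = inhibition above the mean over all tested compounds plus 3 SD, cut at about 3.6% in these data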;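 also: 0% = DAX-1 cells with DMSO and 100% = cells lacking DAX-1 with DMSO; higher inhibition means more luminescence from relief of DAX-1 repression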
# SMARCA2 act: activators of SMARCA2 function; MG213 cells, MMTV-luciferase reporter, dexamethasone, overnight; activation, % at 9.1 µM; actives 1% (n = 370,000); in the data active = activation above about 7.8%;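 also: 0% = vehicle wells and 100% = reference activator wells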
# NPR1 activator: GC-A (human) enzyme activation | activation, % at 10 µM | AID 1671463 | HEK293 GC-A cells, cGMP TR-FRET, EC30 ANP; 0% at EC30 ANP, 100% saturating ANP | P16066 | actives 0.14% (n = 370,000); in the data active = activation above about 40%
# Active calls of the source: *; / = not tested or not shown.
SMILES,DAX1 inh-1,ssDAF-12 act,hcDAF12 agonist,ADAM10 inh,NPR2 activator,HGIII-sPLA2 inh,FXN GAA850 act,hgDAF12 agonist,DAX1 inh-2,SMARCA2 act,NPR1 activator
COc1ccc(-n2c(SCCC(=O)O)nnc2-c2ccncc2)cc1,-0.4,-0.3,0.4,-4,7,8,1.7,1.3,-0.8,1,9
O=C(c1nc2ccccn2c1CNCC1OCCc2ccccc21)N1CCOCC1 (centres undefined),-0.6,-1.6,-1.1,-11,1,6,2.8,-3.8,-0.1,5,-1
CCc1ccc(S(=O)(=O)N2CCN(C(=O)c3cccnc3)CC2)cc1,-0.3,-1.0,0.1,-1,-1,2,1.5,0.4,-0.1,0,0
COc1cccc(CNCc2ccccc2Br)c1OC,0.1,-1.2,-1.2,-9,-9,2,0.7,0.4,0.8,-2,-7
COc1cc(/C=N/Nc2nncn2/N=C/c2ccc(O)c(OC)c2)ccc1O,-1.2,-1.8,-1.5,2,1,4,1.4,-10,-2.9,-5,-2
C=CCC(NC(C)c1ccccc1)c1ccco1 (centres undefined),0.8,-1.3,-1.1,2,-6,4,-0.7,-1.0,-0.9,-1,-4
COc1ccccc1CN1CC(C(=O)N2CCC(C(=O)c3ccccc3)CC2)CCC1=O (centres undefined),0.2,-1.0,0.9,9,2,-9,-0.2,2.1,0.2,-1,-1
O=S(=O)(/N=C(/Nc1cccc2ccccc12)c1ccccc1)c1ccc(Br)cc1,0.5,-0.7,2.4,4,-8,3,-0.3,2.1,-0.1,-2,-10
COc1ccccc1N(C(=O)CNC(=O)c1ccco1)C(C(=O)NC1CCCCC1)c1ccncc1 (centres undefined),0.4,-1.1,-0.7,6,1,1,0.0,1.1,-0.4,0,-2
COCOc1cccc(CN2CCC(C)(Oc3ccc(SC)cc3)C2)c1 (centres undefined),/,-1.1,0.0,9,-1,-4,1.6,-2.4,1.7,-2,1
CCOC(=O)CC(NS(=O)(=O)c1ccc(OC)c(OC)c1)c1cccc([N+](=O)[O-])c1 (centres undefined),-1.3,-1.4,0.4,2,-3,-5,2.0,-1.6,0.2,2,3
CC(C)c1ccc(C(=O)NCCCN2CCN(CCCNC(=O)c3ccc(C(C)C)cc3)CC2)cc1,-0.6,-1.4,-3.9,5,-5,-24,1.1,-1.8,-0.7,-2,-5
O=C1CCN=C(Nc2ccc(F)cc2)N1Cc1ccccc1,0.8,-1.1,-1.9,0,-2,-3,0.5,-0.2,-0.4,1,-4
CC(=O)c1cnn(-c2ccc(Cl)c(Cl)c2Cl)c1C,/,-1.1,-1.6,5,0,4,0.9,-2.4,-0.1,-2,13
CCCN(CCC)CCNC(=O)C1CC(=O)N(c2ccc(OC)cc2)C1c1ccc(OC)cc1 (centres undefined),1.8,-0.7,-1.8,-2,-6,-6,-0.7,1.4,-0.4,3,3
Brc1ccc(-c2nnc3n2-c2ccccc2CC3)cc1,-1.8,-1.6,-0.9,3,-1,4,2.8,-4.3,0.0,-1,-11
CCCCCn1c(=O)c(C(=O)c2ccccc2)nc2ccccc21,0.3,-1.4,-1.1,3,2,-1,-0.1,-0.1,1.7,0,2
Cc1c(C(=O)NCCC#N)sc(=O)n1Cc1ccccc1F,/,-1.2,1.2,-7,4,-1,0.1,-1.7,-0.6,-2,1
CC(c1ccon1)N(C)C(=O)CCc1nnc(C2(c3ccc(Cl)cc3)CCC2)o1 (centres undefined),1.2,-1.3,-0.8,-12,-3,-1,2.4,2.2,0.6,4,-2
Cc1cccc(OCC(=O)Nc2ccc(N3CCCC3)cc2)c1C,0.3,-0.6,-1.1,6,9,7,-2.3,-0.9,0.4,-5,-1
O=[N+]([O-])c1ccc(CNCc2cc(Cl)ccc2O)cc1,-0.5,-0.7,1.4,-5,3,-6,1.9,1.6,0.5,0,-2
CC(C(=O)NC1CC1)c1ncc(C(F)(F)F)cc1Cl (centres undefined),0.1,-1.1,-1.5,7,-2,1,0.2,-1.8,-0.1,-2,1
COc1ccc(CN2C(=O)CCC2(C)c2nnnn2-c2c(C)cccc2C)cc1OC (centres undefined),/,-1.0,-1.8,2,0,7,/,-0.5,-0.6,-2,-3
NC(=O)c1ccsc1NC(=O)COC(=O)[C@@H]1CCCN1C(=O)c1cccs1,-1.3,-1.5,-0.4,-17,-1,-2,0.6,-0.5,-0.6,1,-1
COc1cccc(NC(=O)CN(C)C(C)C(=O)Nc2ccc(S(=O)(=O)N3CCCC3)cc2)c1 (centres undefined),-0.4,-1.8,-1.6,-1,-1,-21,0.1,-3.1,-0.8,-3,-6

# Reprinted from the listing, 5 compounds:
SMILES,DAX1 inh-1,ssDAF-12 act,hcDAF12 agonist,ADAM10 inh,NPR2 activator,HGIII-sPLA2 inh,FXN GAA850 act,hgDAF12 agonist,DAX1 inh-2,SMARCA2 act,NPR1 activator
Brc1ccc(-c2nnc3n2-c2ccccc2CC3)cc1,-1.8,-1.6,-0.9,3,-1,4,2.8,-4.3,0.0,-1,-11
CCCCCn1c(=O)c(C(=O)c2ccccc2)nc2ccccc21,0.3,-1.4,-1.1,3,2,-1,-0.1,-0.1,1.7,0,2
Cc1c(C(=O)NCCC#N)sc(=O)n1Cc1ccccc1F,/,-1.2,1.2,-7,4,-1,0.1,-1.7,-0.6,-2,1
CC(c1ccon1)N(C)C(=O)CCc1nnc(C2(c3ccc(Cl)cc3)CCC2)o1 (centres undefined),1.2,-1.3,-0.8,-12,-3,-1,2.4,2.2,0.6,4,-2
Cc1cccc(OCC(=O)Nc2ccc(N3CCCC3)cc2)c1C,0.3,-0.6,-1.1,6,9,7,-2.3,-0.9,0.4,-5,-1

# (cont.)
SMILES,DAX1 inh-1,ssDAF-12 act,hcDAF12 agonist,ADAM10 inh,NPR2 activator,HGIII-sPLA2 inh,FXN GAA850 act,hgDAF12 agonist,DAX1 inh-2,SMARCA2 act,NPR1 activator
COc1cc(C#N)ccc1OCC(=O)NCCC1=CCCCC1,-0.4,-1.1,-0.6,-2,-2,-3,3.5,0.0,-1.1,-2,1
N#Cc1ccccc1NC(=O)c1cccc(COc2ccc(Cl)cc2Cl)c1,-1.9,-0.3,4.8,2,-4,-9,7.6,13*,1.8,9.6*,32
CC(=O)Nc1ccc(N2C(=O)CSC2c2ccc(F)cc2)cc1 (centres undefined),-0.4,-1.2,-1.7,-10,2,4,-0.2,-0.2,-0.6,-2,-1
COc1ccc(-c2nn3c(-c4ccccc4)nnc3s2)cc1OC,1.0,-1.7,-2.2,-15,11,-5,4.7,-1.4,-0.5,4,7
O=c1cc(O)c(-c2ccc(Cl)c(Cl)c2)c(Cl)[nH]1,-0.1,-0.7,1.0,6,0,3,1.6,0.8,-0.3,0,2
CCn1c(-c2ccsc2)nc2c1c(=O)[nH]c(=O)n2Cc1ccccc1,-0.2,-0.7,0.0,-4,42*,3,-1.2,-0.1,-0.6,0,31
CC(C)(C)[C@H]1CCC(=O)N([C@H](CN=[N+]=[N-])Cc2ccccc2)CC1,1.7,-1.3,-2.1,4,-2,8,-0.2,2.4,-0.3,2,2
O=S(=O)(/N=C(\c1ccc(Cl)cc1)N1CCOCC1)c1ccccc1,0.8,0.1,-0.5,-2,-7,2,2.3,3.7,0.6,-1,-5
COc1ccc(NC(=O)C2(C)CCCN(C(C)=O)C2)cc1F (centres undefined),/,-0.7,-1.3,-1,-1,1,1.7,0.7,-0.9,-3,1
Cc1ccc2c(c1)c(-c1ccccc1)nc1nncn12,-0.8,-2.1,-1.2,-12,-4,8,1.9,-1.1,1.2,-1,-1
O=C(C1CCC(=O)N(C2CCCC2)C1)N1CCN(Cc2cccc(Cl)c2)CC1 (centres undefined),0.0,-0.8,1.0,3,-2,-6,-1.2,-2.1,0.5,-3,-1
COC(=O)c1ccsc1NC(=O)CSc1nnnn1Cc1ccccc1,-0.6,-0.7,1.0,4,-2,-25,-0.6,1.2,-1.0,1,0
OCCCN1CCC2(CCC(c3ccccc3)CC2)C1 (centres undefined),/,-1.5,1.6,16,-6,0,/,2.4,-0.4,-2,-3
COc1ccccc1NC(=O)CN1CCN(CC(=O)Nc2cc(NC(C)=O)ccc2OC)CC1,-1.3,-1.4,-1.7,6,-2,6,0.1,-1.7,0.0,0,-2
CCOC(=O)[C@@]12CN(C(=O)OC(C)(C)C)CC=C1N(Cc1ccc(OC)cc1)C(=O)[C@H]2CC(=O)NCc1cccc(C(F)(F)F)c1,/,-1.3,-1.2,13,0,-11,/,-4.0,0.1,-4,-4
COc1ccc(C)cc1-n1nnnc1SCC(=O)c1cc(C)n(Cc2ccco2)c1C,1.2,-0.9,-2.0,4,6,-8,1.4,1.2,0.2,-4,-5
CC(C)(C)Nc1nc(N2CCCC2)nc(N2CCCC2)n1,0.4,-1.6,1.4,4,-2,-1,0.9,0.8,-0.1,-5,1
CCn1c(CN2CCOCC2)nnc1SCC(=O)Nc1cccc(C)c1,0.6,-0.8,-0.8,-3,-2,1,0.8,1.4,-0.5,-1,0
O=C(NCCC1=CCCCC1)C1CCN(S(=O)(=O)c2ccccc2[N+](=O)[O-])CC1,/,-1.9,-1.5,4,-10,-4,/,-2.9,-0.8,1,3
CC(=O)Nc1nonc1-c1nc2ccccc2n1Cc1ccccc1,-1.6,-1.6,-2.8,-6,17,-3,4.7,-4.8,-0.3,2,22
COc1cc(Cc2nccc3cc(OC)c(OC)cc23)c(NC(C)=O)cc1OC,-0.5,-1.4,-0.9,-4,1,7,0.9,-1.7,0.9,-2,7
Cc1nc2sccn2c(=O)c1S(=O)(=O)N1CCN(c2cccc(C(F)(F)F)c2)CC1,0.9,-0.5,-1.8,5,1,8,1.4,-0.1,-0.3,1,-6
O=S(=O)(NCCCN1CCOCC1)c1ccc(F)c(Cl)c1,0.6,-0.8,0.2,-9,-1,6,1.7,0.0,-0.5,-1,1
CCn1c(SCC(=O)Nc2ccccc2)nc2c1c(=O)n(C)c(=O)n2C,-1.3,-1.6,-1.4,-2,2,3,6.9,2.5,0.2,1,0
CCc1cccc(OCC(=O)Nc2ccc(S(=O)(=O)Nc3onc(C)c3C)cc2)c1,4.0,-0.9,-2.2,-12,-6,-23,-1.0,0.5,0.5,-1,-4
COc1ccc(C(=O)COC(=O)c2ccc(-n3cnnn3)cc2)c(OC)c1,0.3,-0.8,-0.8,-2,-9,1,-2.5,0.9,1.2,1,8
Cc1ccc(C(=O)N2CCC[C@@H]2C(=O)N2CCC[C@H]2C(=O)NCc2ccccc2)cc1C,/,-0.5,-0.3,0,2,4,/,0.5,-0.7,-1,2
C[C@H](CO)N1C[C@H](C)[C@@H](CN(C)Cc2cccc(O)c2)OCc2cnnn2CCCC1=O,2.7,-1.4,2.4,-1,5,10,0.2,-3.8,0.2,-4,-2
CCN(CC)CC(O)COc1ccccc1C(=O)CCc1ccccc1 (centres undefined),1.1,-1.4,1.8,-3,-6,-2,-0.3,0.4,0.0,1,-7

# Fetched by compound from the entries so far, 2 records:
SMILES,DAX1 inh-1,ssDAF-12 act,hcDAF12 agonist,ADAM10 inh,NPR2 activator,HGIII-sPLA2 inh,FXN GAA850 act,hgDAF12 agonist,DAX1 inh-2,SMARCA2 act,NPR1 activator
COc1ccc(C)cc1-n1nnnc1SCC(=O)c1cc(C)n(Cc2ccco2)c1C,1.2,-0.9,-2.0,4,6,-8,1.4,1.2,0.2,-4,-5
Cc1ccc2c(c1)c(-c1ccccc1)nc1nncn12,-0.8,-2.1,-1.2,-12,-4,8,1.9,-1.1,1.2,-1,-1

# Screens from PubChem BioAssay.
